# OPRM1-OPRD1 inv: inverse agonist of human OPRM1-OPRD1 heterodimerization | P35372+P41143 | cell-based MOR-DOR heterodimer luminescence, inverse agonism | inhibition, % at 9.3 µM | 340,000 compounds, 0.21% hits | AID 504357; in the data active means inhibition above about 22%, passing the limit was not always enough;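 further: 0% = cells with DMSO and 100% = wells without cells with DMSO; values of inactives mirror those of a sister screen read the other way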
# PfHsp90 set2: inhibits growth of yeast expressing Plasmodium falciparum Hsp90 | S. cerevisiae expressing PfHsp90, BacTiter-Glo ATP, 48 h; yeast lacking PDR1 and PDR3 efflux regulators | inhibition, % at 9.4 µM | 310,000 compounds, 0.32% hits;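 active means every replicate shows inhibition above about 80%, whatever the replicate mean, limit read from the data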;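 further: 0% = DMSO neutral controls and 100% = 20 µM radicicol positive controls; yeast relying on Plasmodium falciparum Hsp90 in place of its own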
# phage Ecoli inh: E. coli growth loss with phage present; growth absorbance; inhibition, % at 11.9 µM; 360,000 compounds, 0.26% hits; in the data active means inhibition above about 11%
# Ecoli viability: counter-screen for AddAB inhibitors: E. coli growth inhibition; AID 449728; 330,000 compounds, 0.27% hits; E. coli V3065 growth, OD600 absorbance, 18 h; inhibition, % at 11.9 µM;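 active means inhibition above the campaign's mean inhibition across all tested compounds plus 3 SD, cut at about 9.9% in these data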;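 further: uninfected addAB+ strain grown without phage in ampicillin broth; 0% = DMSO wells and 100% = ciprofloxacin 0.95 µg/ml wells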
# Arr AP2 block: blocks beta-arrestin peptide binding to AP2 adaptin | FITC-arrestin peptide / GST-AP2 beads, flow cytometry; AP2 beta2 appendage carries R879A mutation | inhibition, % at 10 µM | 340,000 compounds, 0.31% hits;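 active means inhibition above a set limit, near 3 SD of compounds lacking own fluorescence, cut at about 54% in these data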;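 further: plate controls were DMSO wells for no effect and 5 µM unlabelled arrestin peptide for full effect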
#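 Measured by: flow cytometry, FL1 (488/535 nm); Material: AP2 appendage R879A on GSH beads; Evaluation: percent response; Timing: pre-incubation 12 min, peptide binding 1 h, room temperature; Also added: 50 nM FITC-arrestin peptide; Medium: PBS with 0.05% Tween 20 and 0.1% BSA.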
# AddAB inh: less growth of phage-infected E. coli with AddAB; E. coli expressing H. pylori AddAB, absorbance growth; inhibition, % at 11.9 µM; 330,000 compounds, 0.29% hits; AID 435030; in the data active means inhibition above about 12%;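 further: 0% = vehicle wells of infected cells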
# SUMO Mot1 rescue: inhibitors of SUMOylation pathway: yeast Mot1-301 growth rescue; S. cerevisiae Mot1-301 growth rescue, ATP luminescence, 38.5C; percent above DMSO median, 100 means doubled; growth rescue, % at 18.8 µM; 320,000 compounds, 1% hits;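 active means every valid replicate shows activation above 250% relative to neutral control wells; inactive means the rest, any valid replicate at or below 250%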;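 further: OY570 slx delta 5 strain wells were the positive control but not used for scaling; some compounds called inactive have numbers as strong as hits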
# Tat export inh: inhibitors of E. coli Tat protein transport. E. coli MC4100 TorA-mCherry Tat export, fluorescence. inhibition, % at 10 µM. 340,000 compounds, 0.036% hits;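 active means mean replicate inhibition at least 50% and at least half of replicates individually reaching 50%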;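 further: exported cargo escapes ClpAP degradation while cytoplasmic cargo is degraded and loses fluorescence; 0% = median of neutral control wells and 100% = median of NaSCN control wells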
# DSG3 Ab inh: inhibitors of pemphigus antibody binding to human desmoglein-3. DSG3-coupled beads, scFv-anti-DSG3-GFP binding, flow cytometry; hits give low values. binding (percent of control), % at 10 µM. 310,000 compounds, 0.48% hits. AID 588358;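 active means binding more than 3 SD below its plate's average and above zero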;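 further: hits lower antibody fragment binding to DSG3; some compounds called inactive have numbers as strong as hits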
# Target sequence (P32926 whole entry, looked up, the tested form may be a part): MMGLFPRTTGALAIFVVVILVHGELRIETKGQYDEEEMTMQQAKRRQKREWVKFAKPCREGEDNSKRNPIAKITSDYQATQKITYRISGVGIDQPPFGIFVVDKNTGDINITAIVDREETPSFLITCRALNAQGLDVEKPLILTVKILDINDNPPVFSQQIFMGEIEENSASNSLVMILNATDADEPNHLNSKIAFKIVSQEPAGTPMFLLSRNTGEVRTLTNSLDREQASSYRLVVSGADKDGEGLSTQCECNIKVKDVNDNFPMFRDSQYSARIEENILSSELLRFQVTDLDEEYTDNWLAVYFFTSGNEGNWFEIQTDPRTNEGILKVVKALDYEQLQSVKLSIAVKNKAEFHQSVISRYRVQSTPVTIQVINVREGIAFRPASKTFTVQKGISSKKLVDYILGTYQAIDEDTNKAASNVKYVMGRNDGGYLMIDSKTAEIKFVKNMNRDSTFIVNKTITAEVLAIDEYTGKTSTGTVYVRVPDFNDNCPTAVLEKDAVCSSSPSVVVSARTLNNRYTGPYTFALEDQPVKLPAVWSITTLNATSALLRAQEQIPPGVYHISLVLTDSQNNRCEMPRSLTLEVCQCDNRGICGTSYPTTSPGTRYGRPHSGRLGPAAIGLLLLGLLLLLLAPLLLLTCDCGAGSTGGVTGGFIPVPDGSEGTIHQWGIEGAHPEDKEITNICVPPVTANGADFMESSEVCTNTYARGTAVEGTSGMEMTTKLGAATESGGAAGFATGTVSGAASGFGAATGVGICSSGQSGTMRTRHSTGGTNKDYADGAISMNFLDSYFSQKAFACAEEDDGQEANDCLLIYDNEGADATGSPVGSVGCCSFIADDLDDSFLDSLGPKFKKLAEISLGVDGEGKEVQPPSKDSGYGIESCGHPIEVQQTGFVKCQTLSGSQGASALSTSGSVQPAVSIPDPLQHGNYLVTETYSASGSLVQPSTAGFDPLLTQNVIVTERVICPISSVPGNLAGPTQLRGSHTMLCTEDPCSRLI
# MOR-DOR ag: OPRM1-OPRD1 heterodimerization agonism; cells, luminescence; activation, % at 9.3 µM; 340,000 compounds, 0.3% hits; AID 504326; in the data active means activation above about 18%;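 further: 0% = vehicle-treated cells and 100% = reference agonist; values of inactives mirror those of a sister screen read the other way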
# PKA-R1A act: PKA-R1A complex activation; PKA-R1A dissociation, Cy5-IP20 fluorescence polarization; scaled: DMSO 0%, 113 µM cGMP 100%; 340,000 compounds, 0.083% hits; activation, % at 11.4 µM; P00514+P68181;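 active means percent activation above the mean of all tested compounds plus 3 SD, cut at about 19% in these data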;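 further: higher means more PKAc released from R1A so a rise in polarization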
# Starred values were filed as active, the others as inactive; . = not tested or not shown.
SMILES,OPRM1-OPRD1 inv,PfHsp90 set2,phage Ecoli inh,Ecoli viability,Arr AP2 block,AddAB inh,SUMO Mot1 rescue,Tat export inh,DSG3 Ab inh,MOR-DOR ag,PKA-R1A act
COCCNC(=O)CSc1nc2ccccc2c(=O)n1-c1cccc(OC)c1,6,-12,1.0,-2.9,-7,-1.9,.,-2,104,-1.2,5
CC(NC(=O)c1ccccc1)c1ccc(F)cc1 (centres undefined),3,14,3.2,-0.9,-5,-0.6,16,6,.,-0.6,-9
NC(=O)c1ncc(C(F)(F)F)cc1Oc1ccc(F)cc1,1,-4,1.9,-1.5,-1,3.2,18,-15,106,-0.2,-5
COc1ccccc1NC(=O)Cc1csc(NC(=S)Nc2ccccc2)n1,26,.,1.6,0.5,2,-1.0,-8,0,107,-5.8,1
CN(C)CCCn1c2c(c(SCC(=O)Nc3ccc4c(c3)OCCO4)nc1=O)CCC2,4,9,1.3,-1.2,3,1.7,-3,2,129,-0.7,2
CCn1c(=O)c2ccccc2n(CC(=O)N2CCCc3ccccc32)c1=O,2,-12,2.1,-0.4,6,4.6,72,-3,.,-0.4,-12
Cc1ccc(-c2nn(-c3cc(Cl)ccc3[N+](=O)[O-])c(=O)c3ccccc23)cc1C,4,-4,2.1,0.1,9,0.7,0,-15,95,-0.7,-7
CCS(=O)(=O)N1CCC(C(=O)N2CCc3ccccc3C2)CC1,8,-7,4.3,-1.5,5,0.2,364*,1,102,-1.4,-13
CCOc1ccc2[nH]c(=O)c(CN(Cc3ccc(F)cc3)C(=O)N3CCCC3)cc2c1,-1,-27,1.2,0.1,10,-0.8,-2,-4,100,0.2,-6
Cc1nnc(-c2cnn(C)c2N)n1CCCN1CCOCC1,3,.,-0.6,2.5,-12,1.4,13,-6,112,-0.5,0
CC(=O)N1CCC(N(CCCOC(C)C)S(=O)(=O)c2ccc([N+](=O)[O-])cc2)CC1,-1,-15,2.6,-1.0,6,1.0,309,0,103,0.3,-7
Cn1c(=O)n(CCc2ccccc2)c(=O)c2c1nc1n2CCCN1Cc1ccccc1,-1,-11,1.0,0.0,-3,0.4,9,2,.,0.2,4
COc1ccc(C2CC(c3ccccc3)=NN2C(=O)COC(=O)c2cccnc2)cc1 (centres undefined),11,11,8.0,-1.5,25,-1.9,4,5,98,-1.8,-1
O=C(NNc1ccccc1)/C(=C\c1cccnc1)NC(=O)c1ccccc1,18,4,1.9,-1.1,17,6.7,-12,-7,111,-3.7,-4
CCOC(=O)c1cc(-c2ccccc2C)n(Cc2cc(C)no2)n1,-3,.,1.4,-1.8,18,1.9,-17,5,96,0.6,10
O=C(N/N=C/c1ccc(COc2ccc(Br)cc2)o1)c1ccco1,-6,17,4.5,1.8,4,1.2,5,1,99,1.1,0
CC(C)c1ccc(NC(=O)CCNS(=O)(=O)c2cc(Br)cnc2N)cc1,-19,-48,-0.2,-2.1,15,1.9,1,-12,109,3.8,2
Cc1c(C)c(C)c(S(=O)(=O)N2CCSCC2)c(C)c1C,-24,-6,0.5,-0.8,4,1.4,8,0,112,4.6,-2
CN(C1=C(NC(=O)c2ccc(Cl)cc2)C(=O)c2ccccc2C1=O)c1ccccc1,39*,-46,3.6,-0.9,16,2.6,-16,1,87,-6.2,3
CCN(c1cccc(C)c1)S(=O)(=O)c1cccc2nsnc12,1,-29,3.4,-1.1,27,1.3,4,-23,.,-0.1,-1
Cc1ccc(S(=O)(=O)NCCC(=O)Nc2ccc(Cl)c(Cl)c2)cc1,-40,1,0.5,1.0,4,3.3,10,-6,79,7.9,-16
COc1ccc(-c2cc3c(=O)n(CC(=O)NCc4ccc(Cl)cc4)ncn3n2)cc1,-5,-1,0.6,-4.0,11,-0.2,-15,-2,103,0.9,-6
CCN1CCN(S(=O)(=O)c2ccc(Cl)c(C(=O)N(CC)Cc3ccccc3)c2)CC1,7,.,3.0,.,2,.,.,5,93,-1.0,-5
O=c1nc(Nc2ccccc2)sc2ccc([N+](=O)[O-])cc12,6,8,4.6,2.3,5,4.3,-2,13,93,-1.2,-5
O=C(COC(=O)c1ccc2c(c1)S(=O)(=O)N=C1CCCCCN12)NCc1cccs1,8,13,-1.4,1.5,1,4.0,420,5,102,-1.4,0

# Quoted at random: 7 compounds from above, in no set order.
SMILES,OPRM1-OPRD1 inv,PfHsp90 set2,phage Ecoli inh,Ecoli viability,Arr AP2 block,AddAB inh,SUMO Mot1 rescue,Tat export inh,DSG3 Ab inh,MOR-DOR ag,PKA-R1A act
COc1ccccc1NC(=O)Cc1csc(NC(=S)Nc2ccccc2)n1,26,.,1.6,0.5,2,-1.0,-8,0,107,-5.8,1
CC(NC(=O)c1ccccc1)c1ccc(F)cc1 (centres undefined),3,14,3.2,-0.9,-5,-0.6,16,6,.,-0.6,-9
COCCNC(=O)CSc1nc2ccccc2c(=O)n1-c1cccc(OC)c1,6,-12,1.0,-2.9,-7,-1.9,.,-2,104,-1.2,5
CN(C)CCCn1c2c(c(SCC(=O)Nc3ccc4c(c3)OCCO4)nc1=O)CCC2,4,9,1.3,-1.2,3,1.7,-3,2,129,-0.7,2
O=C(COC(=O)c1ccc2c(c1)S(=O)(=O)N=C1CCCCCN12)NCc1cccs1,8,13,-1.4,1.5,1,4.0,420,5,102,-1.4,0
CC(C)c1ccc(NC(=O)CCNS(=O)(=O)c2cc(Br)cnc2N)cc1,-19,-48,-0.2,-2.1,15,1.9,1,-12,109,3.8,2
O=C(N/N=C/c1ccc(COc2ccc(Br)cc2)o1)c1ccco1,-6,17,4.5,1.8,4,1.2,5,1,99,1.1,0

# Next section:
SMILES,OPRM1-OPRD1 inv,PfHsp90 set2,phage Ecoli inh,Ecoli viability,Arr AP2 block,AddAB inh,SUMO Mot1 rescue,Tat export inh,DSG3 Ab inh,MOR-DOR ag,PKA-R1A act
Cc1ccc(C(=O)N2CCC(C(=O)NC3CCCCCC3)CC2)cc1,3,-19,1.2,-1.8,7,-0.3,211,-2,.,-0.4,4
O=C(CNC(=O)C1CCCCC1)Nc1cc(Cl)ccc1Cl,-12,-1,3.9,-3.3,5,2.2,2,4,100,2.3,-5
Cc1csc(CNc2ncnc3ccc(-c4ccc5c(c4)OCO5)cc23)c1,-5,-12,2.2,0.3,8,1.7,37,1,107,0.8,-22
Cc1ccccc1Nc1nc(N)nc(CN2CCN(Cc3ccc4c(c3)OCO4)CC2)n1,13,-3,-0.9,-3.4,-4,-1.0,-13,-4,94,-2.8,-12
Nc1c(S(=O)(=O)c2ccccc2)c2nc3ccccc3nc2n1C1CC1,15,.,1.5,-0.2,11,0.3,0,3,115,-3.1,-4
COc1cc(Cl)c(C)cc1NC(=O)CSc1nnc(-c2ccco2)n1CC(C)C,4,-2,-1.3,-1.8,24,2.8,-3,19,99,-0.8,-2
CC(=O)N/C(=C\c1ccccc1)C(=O)OCC(=O)c1ccc(F)cc1,10,.,2.6,-0.6,27,-1.2,-16,-6,99,-1.9,-6
CCCCN(C(=O)CCN1C(=O)C2CC=CCC2C1=O)c1c(N)n(CCCC)c(=O)[nH]c1=O (centres undefined),8,9,6.2,.,-11,.,.,-1,104,-1.2,-9
O=C(/C=C1\NC2(CCCC2)Cc2ccccc21)N1CCOCC1,9,4,4.6,2.4,19,-3.0,19,2,104,-1.6,-2
Cc1ccc(Sc2ncccc2C(=O)N(C)Cc2cccs2)c(C)c1,0,8,2.8,0.8,1,0.1,-15,6,103,0.1,5
CCOc1ccc(/C=C/C(=O)c2ccccc2)cc1,6,-15,1.4,0.3,32,-1.3,16,8,92,-1.2,-13
O=C(COc1cccc2cccnc12)Nc1ccccc1,-1,.,1.1,-0.2,8,1.4,-6,0,123,0.2,5
CCOc1ccc(-n2ccn(CC(=O)NCCc3ccccc3)c(=O)c2=O)cc1,7,-10,2.8,.,1,.,.,-2,101,-1.0,-7
Cc1ccc(-c2nnc(SCC(=O)OC(C)C)n2N)cc1,14,3,2.5,0.0,1,5.0,377,-2,107,-3.2,-18
CN(Cc1ccccc1)CC1CCCN(CCc2ccccc2F)C1 (centres undefined),7,0,3.2,0.1,9,1.5,-4,-2,112,-1.3,6
CCc1ccccc1N(CC(=O)NCc1ccc(OC)cc1)C(=O)CCC(=O)Nc1ccccn1,23,-2,2.0,-0.3,-9,2.0,0,3,93,-3.6,-3
COc1ccccc1CN=Cc1[nH]c2ccc(Br)c(Cl)c2c1O,-23,.,0.2,-2.3,-9,0.6,-7,-7,158,4.3,5
O=C(Nc1ccccc1)OCCN1CCN(Cc2ccccc2)CCC1=O,8,0,2.6,-1.5,14,3.9,2,-1,100,-1.5,-5
Cc1cccc(OCc2nnc(SCC(=O)N(C)C3CCCCC3)o2)c1,-3,.,1.9,.,9,.,.,3,98,0.5,-13
COC1=CCC2([N+](=O)[O-])CN(CCO)CC1([N+](=O)[O-])C2 (centres undefined),1,15,0.4,0.0,20,3.9,-14,-6,102,-0.2,8
Cc1cc(NC(=O)c2cc(C3CC3)on2)no1,3,19,2.7,-0.4,-7,0.5,-1,9,100,-0.6,-6
O=C(C[C@@H]1C/C=C\C[C@@H](Cc2ccc(F)cc2)C(=O)OC[C@H]2CCCN2C1=O)NCCO,8,35,0.9,-1.7,.,0.8,11,6,100,-1.4,9

# Source: PubChem
